Screening data deposited in PubChem by National Center for Advancing Translational Sciences (NCATS).
EPAC2 ag: EPAC2 (human) agonism | Q8WZA2 | EPAC2 activation, biochemical qHTS; response scale: 100% = 6.5 mM cAMP response | Potency, µM (series often up to 154 µM), without a hit: top-dose activation, hits mostly activators | actives 0.079% (n = 360,000); further: potency means the concentration at half of the fitted maximal effect; nearly all actives have a fitted effect of over 50% in size
Target sequence (Q8WZA2 whole entry, looked up): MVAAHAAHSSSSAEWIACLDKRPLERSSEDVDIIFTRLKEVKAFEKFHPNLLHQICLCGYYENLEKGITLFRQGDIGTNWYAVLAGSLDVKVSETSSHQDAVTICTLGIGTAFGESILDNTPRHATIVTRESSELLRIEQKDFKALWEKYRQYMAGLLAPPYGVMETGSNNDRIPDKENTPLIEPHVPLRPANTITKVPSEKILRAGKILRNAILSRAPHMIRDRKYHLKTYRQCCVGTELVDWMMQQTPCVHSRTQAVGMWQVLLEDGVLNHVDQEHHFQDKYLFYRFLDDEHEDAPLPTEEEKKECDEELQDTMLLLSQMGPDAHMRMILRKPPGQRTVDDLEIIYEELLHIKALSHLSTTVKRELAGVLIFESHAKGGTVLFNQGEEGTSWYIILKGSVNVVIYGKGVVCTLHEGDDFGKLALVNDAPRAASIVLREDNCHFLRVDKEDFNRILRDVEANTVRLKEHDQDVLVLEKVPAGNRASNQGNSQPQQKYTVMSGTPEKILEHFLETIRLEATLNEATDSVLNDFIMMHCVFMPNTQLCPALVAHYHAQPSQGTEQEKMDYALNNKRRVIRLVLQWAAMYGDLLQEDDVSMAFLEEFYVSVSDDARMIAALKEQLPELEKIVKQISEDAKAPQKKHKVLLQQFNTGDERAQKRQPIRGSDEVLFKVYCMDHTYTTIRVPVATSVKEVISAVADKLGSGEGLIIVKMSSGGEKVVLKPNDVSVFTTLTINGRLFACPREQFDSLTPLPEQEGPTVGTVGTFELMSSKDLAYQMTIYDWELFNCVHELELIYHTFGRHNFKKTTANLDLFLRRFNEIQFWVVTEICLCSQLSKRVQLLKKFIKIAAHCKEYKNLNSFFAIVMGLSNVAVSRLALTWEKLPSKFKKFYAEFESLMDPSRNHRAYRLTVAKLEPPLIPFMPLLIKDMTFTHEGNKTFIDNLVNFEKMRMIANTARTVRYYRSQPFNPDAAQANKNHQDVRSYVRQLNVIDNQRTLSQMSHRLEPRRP
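Fluorescence exchange assay: 100 nM EPAC2 with 250 nM RAP1B-BODIPY-GDP and 50 uM GDP; compounds tested as a concentration-titration series (qHTS). Loss of Rap1-bound BODIPY-GDP fluorescence read at 480/540 nm; data normalized to 6.5 mM cAMP.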
Nrf2 ARE act: Nrf2 pathway activation | Potency, µM (doses to about 46.1 µM), without a hit: top-dose activation, usual class: activators | AREc32 ARE-luciferase reporter (MCF7-derived line), luminescence, 24 h | actives 0.31% (n = 410,000); further: potency means the concentration at half of the fitted maximal effect; % of control where 0% means no effect; nearly all actives have a fitted effect of over 65% in size
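ARE activation measured as luciferase luminescence (Steady-Glo, 30 min RT) in AREc32_Fluc cells after 24 hr compound exposure at 37 deg C, 5% CO2; cells seeded overnight at 1000/well in OPTI-MEM, 5% FBS.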
TGFb SMAD3 inh: TGF-b pathway inhibition. AID 588855. HepG2 CAGA-GFP TGF-b/SMAD3 reporter, GFP fluorescence, 18 h; TGF-beta stimulated, 500 pg/mL final. Potency, µM (top dose mostly 46.1 µM), inactives show top-dose activity, negative = inhibition, most hits filed as inhibitors. actives 1.2% (n = 410,000); further: potency means the concentration at half of the fitted maximal effect; on the % scale 0 is the no-effect control and ±100 the full control effect; nearly all actives have a fitted effect of over 65% in size
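Inhibition of TGF-beta-driven CAGA-GFP reporter expression in HEPG2 cells is measured by cellular GFP fluorescence after 18 h stimulation with 500 pg/mL recombinant TGF-beta in 1% FBS medium at 37 degrees C.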
HepG2 tox: kills HepG2 cells in TGF-b inhibitor counter-screen; HepG2 CAGA-GFP viability, ATP luminescence, 18 h; Potency, µM (titrated, usually from 46.1 µM), for the others: at the highest dose activity change, negative = cytotoxicity, actives largely listed as cytotoxic; actives 0.76% (n = 410,000); AID 588856; further: potency means the concentration at half of the fitted maximal effect; some results filed as inactive show a strong effect at the top dose
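CellTiter-Glo luminescence gave cytotoxicity after 18 hours at 37 degrees C. The cells were HepG2 CAGA-GFP in 1% FBS DMEM, stimulated with 500 pg/mL TGF-beta after compound addition. %Activity was normalised to no-cell wells (complete cell-killing) and DMSO (no toxicity), and curves were fitted and classified.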
Nrf2 block: inhibitors of Nrf2 signaling; A549 ARE-Fluc reporter, luciferase luminescence, 18-24 h; Potency, µM (top dose mostly 46 µM), inactives show at the highest dose activity change, negative = inhibition, most hits filed as inhibitors; actives 2.1% (n = 360,000); AID 504444; further: potency means the concentration at half of the fitted maximal effect; on the % scale 0 is the no-effect control and ±100 the full control effect; nearly all actives have a fitted effect of over 60% in size
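Two sequential reads on A549 ARE_Fluc cells exposed to compound for 18-24 h: a CellTiter-Fluor fluorescence read for viability, then a luciferase luminescence read for Nrf2/ARE activity.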
A549 viability: A549 cytotoxicity, counter-screen for Nrf2 inhibitors | A549 ARE-Fluc cells, CellTiter-Fluor viability, 18-24 h | Potency, µM (top dose mostly 46 µM), for the others: at the top dose activity change, negative = cytotoxicity, usual class: inhibitors | actives 0.16% (n = 390,000); further: potency means the concentration at half of the fitted maximal effect; on the % scale 0 is the no-effect control and ±100 the full control effect
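A549 ARE-Fluc cells in 5% FBS OPTI-MEM, 5000 cells/well, rested 2 h then exposed to compounds in concentration-response for 18-24 h at 37 °C. Viability by CellTiter-Fluor fluorescence (Ex 405/Em 525) after 30 min; luciferase luminescence (BugLite, 15 min, RT) read afterwards.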
ATXN2 expr inh: inhibitors of ATXN2 expression; HEK-293 ATXN2-luciferase reporter, luminescence, 24 h; Potency, µM (titrated, usually from 57 µM), without a hit: at the top dose activity change, negative = inhibition, hits mostly inhibitors; actives 0.72% (n = 360,000); AID 1745845; further: potency means the concentration at half of the fitted maximal effect; on the % scale 0 is the no-effect control and ±100 the full control effect; nearly all actives have a fitted effect of over 55% in size
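ATXN2-luciferase reporter cells (luciferase flanked by upstream and downstream ATXN2 gene portions) were treated 24 h at 37 °C with compounds at up to 57 uM. SteadyGlo luminescence gave expression; GF-AFC fluorescence gave viability.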
IL2 activator: activates IL-2 in a cell-based reporter assay; actives 0.065% (n = 360,000); IL-2 activation reporter assay, cell-based qHTS; stimulated with anti-CD3/CD4/CD28 beads; in transgenic mouse T cells; activation, % (series mostly up to about 46 µM); in the data active means activation above about 50%; inconclusive means mostly about 30% to 49%; further: 0% is about no effect
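EGFP and DsRed fluorescence is measured by plate cytometry in unstimulated transgenic mouse T cells exposed to compound for 60 minutes, then stimulated 18 hours at 37 degrees C with anti-CD3/anti-CD4 beads plus anti-CD28.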
ATXN viability: cell viability loss in ATXN counter-screen; S2 cells (HEK-293 line with an ATXN2-luciferase reporter) viability, CellTiter-Fluor protease fluorescence, 24 h; Potency, µM (series often up to 56.7 µM), most hits filed as cytotoxic; actives 0.49% (n = 400,000); AID 651635; further: potency means the concentration at half of the fitted maximal effect; nearly all actives have a fitted effect of over 40% in size
Active calls of the source: *; i = inactive; ? = inconclusive; / = no result given; [ ] = remark or other dose. Unless noted, the call rests on the fitted dose curve; in most records, active means well fitted curve in the direction sought with a large enough effect; inconclusive means small, poorly fitted or top-dose-only effect, or another doubt; inactive means no such curve, though single readings can be large; an effect the other way counts as inactive or inconclusive.

Each structure is followed by: EPAC2 ag, Nrf2 ARE act, TGFb SMAD3 inh, HepG2 tox, Nrf2 block, A549 viability, ATXN2 expr inh, IL2 activator, ATXN viability
1: CC/C(=N\N=C(/CC)c1ccccc1N)c1ccccc1N
 : 11%, -0.1%, 19%, 10%, ?, 2%, 18%, -0.4, i
2: CC(C)(C)C1=Nn2c(nnc2-c2ccccc2F)SC1
 : 8%, 0.2%, 32%[activator], -14%, /, 4%, -14%, -2.9, i
3: CCC(c1nnc(SCC(=O)Nc2ccc(Cl)cc2C(F)(F)F)n1C1CCCCC1)N(C)C (stereo not given)
 : 4%, 0.0%, 0%, -20%, ?, -16%, -13%, -0.7, i
4: CCN(CC)c1ccc(C2CC(=O)Nc3cc(OC)c(OC)cc32)cc1 (stereo not given)
 : 3%, 0.1%, -6%, 5%, /, -6%, 1%, -4.3, i
5: COc1ccc2nc(N3CCCCC3)c(C#N)cc2c1
 : 18%, 5.6%, 0%, -22%, ?, 18%, 129%[activator], -0.3, /
6: CC(=C/c1ccco1)/C=N/NC(=O)c1ccncc1
 : 4%, ?, -16%, -29%, 1%, -9%, -1%, -0.8, i
7: CCOC(=O)C1CCN(C(=O)COC(=O)CSc2ccc([N+](=O)[O-])cc2)CC1
 : -6%, 0.4%, 26%, -22%, 0%, -1%, 1%, -2.6, i
8: CC1(C)CC(=O)C/C(=N/NC(=O)COc2ccc3ccccc3c2Br)C1
 : 13%, 2.0%, ?, -43%, -26%, -2%, -12%, -1.5, i
9: Cc1csc(SCC(=O)Nc2ccc(S(=O)(=O)N3CCCC3)cc2)n1
 : 12%, 0.2%, 2%, 1%, 10%, 0%, -6%, -1.8, i
10: CCCCN1C(=N)N([C@@H](CCC)CN2CCC[C@H]2CN2C(N)=NC[C@@H]2Cc2ccccc2)C[C@H]1Cc1ccccc1
 : -4%, -0.3%, 10%, 2%, 7%, 4%, -6%, 0.0, i
11: CC1(C)CC(=O)c2c(O)cc(OCC(=O)N3CCN(c4ccc(F)cc4)CC3)cc2O1
 : 10%, 0.3%, 2%, -13%, 7%, 5%, -24%, -2.8, i
12: CCCC(=O)Nc1ccc2c(c1)nc(CN1CCN(C(=O)OCC)CC1)n2CC
 : -3%, -0.6%, -4%, -7%, 24%, -16%, 2%, -0.5, i
13: CCOC(=O)c1ccc(Oc2nc(N(C)C)nc(N(C)C)n2)cc1
 : 6%, -0.6%, -3%, 5%, -4%, 0%, -8%, -2.4, i
14: O=C1OC(c2ccccc2)C(O)=C1c1ccccc1 (stereo not given)
 : 3%, -0.9%, -1%, -4%, 1%, 0%, -7%, -0.3, i
15: Fc1ccccc1/C=N/n1cnnc1
 : 10%, 0.3%, 0%, 5%, 0%, -9%, 1%, 1.2, i
16: COc1cc(NC(=O)CSc2nc(-c3ccc(C(C)C)cc3)no2)cc(OC)c1
 : /, -1.3%, -3%, -7%, ?, -1%, -4%, /, i
17: Cc1cc(C)cc(C(=O)Nc2nnc(SCC(=O)NCC3CCCO3)s2)c1 (stereo not given)
 : 8%, 0.1%, -43%, 19%, -6%, -6%, 4%, -2.9, i
18: Cc1ccc(NC(=O)COC(=O)CN2C(=O)COc3ccccc32)cc1
 : -15%, 0.2%, 1%, 3%, -4%, -2%, 5%, 4.2, i
19: CC(Cc1ccsc1)NC(=O)CCc1nnc(CCc2ccccc2)o1 (stereo not given)
 : 8%, 0.5%, -25%, 0%, 2%, 0%, /, -1.1, i
20: CCOC(=O)N1CCC(NCCNC(=O)c2cccc(F)c2)CC1
 : -1%, 3.9%, 8%, 8%, 9%, -4%, 13%, 0.4, i
21: Cc1ccc(Nc2nnc(SCC(=O)Nc3cccc(S(=O)(=O)NC4=NCCCCC4)c3)s2)c(C)c1
 : -5%, 0.4%, ?, -1%, ?, -19%, -19%, -0.6, i
22: C/C=C(\C)CN1CCN(c2ccccc2)CC1
 : 5%, -0.7%, 8%, 9%, 5%, -3%, -9%, -0.7, i
23: CCOC(=O)c1[nH]c2ccc(F)cc2c1NC(=O)c1ccccc1C(=O)O
 : 2%, 9.2%, 2%, -17%, 24%, -1%, /, 0.2, ?
24: CCOC(=O)c1sc(NC(=O)C(CC)OC(=O)C(CC(C)C)NC(=O)c2ccccc2)nc1C (stereo not given)
 : -4%, 0.4%, ?, -52%, -16%, -10%, 1%, 0.1, i
25: Cc1ccc(NC(=O)C(C)Sc2nc(-c3ccccc3)c(C#N)c(=O)[nH]2)c(C)c1 (stereo not given)
 : /, -0.5%, 0%, -9%, -3%, 4%, 7%, /, i
26: CCc1c(C)nc2ncnn2c1NCCc1ccc(OC)c(OC)c1
 : 5%, 0.3%, ?, 0%, /, 0%, -2%, -2.7, i
27: COc1ccc(OCCCC(=O)OC(C)C(=O)Nc2ccc(S(N)(=O)=O)cc2)cc1 (stereo not given)
 : 15%, -0.3%, -3%, 1%, -1%, -2%, 5%, -1.6, i
28: CN1CCN(C(=O)c2ccc(OCCOc3ccccc3)cc2)CC1
 : 5%, 3.0%, 23%, -15%, 5%, 1%, /, -3.4, i
29: CCC(C)c1ccc(OCC(=O)Nc2ccc(CN3CCOCC3)cc2)cc1 (stereo not given)
 : 2%, 0.0%, -3%, -23%, -3%, -1%, -13%, -4.3, i
30: Cc1cc(S(=O)(=O)NCC2CC2)c(Cl)cc1Cl
 : 15%, -1.0%, -23%, -10%, -10%, -1%, -16%, -4.3, i
31: O=C(COC(=O)CCC1CCCC1)Nc1ccc(Cl)cn1
 : -2%, -0.1%, 4%, -18%, ?, /, -13%, 0.7, i
32: COc1ccc(CCNC(=O)C2CC3Cn4c(nc5ccccc54)C3N2Cc2ccccc2)cc1 (stereo not given)
 : -6%, -0.2%, ?, -12%, 11%, -5%, -2%, -0.4, i
33: COc1ccc(C(=O)N2CCN(c3ccc(N4CCOCC4)nn3)CC2)cc1OC
 : 1%, -0.3%, -23%, 12%, 10%, 0%, 3%, -0.8, i
34: C/C=C/c1ccc(OCc2cc(=O)n3cc(C)ccc3n2)c(OC)c1
 : 2%, -0.2%, ?, -19%, -30%, -3%, /, 1.1, i
35: COc1ccccc1-c1sc2cc3c(cc2c1-c1ccc(OCCN2CCOCC2)cc1)OCO3
 : 5%, 11%, 1%, -19%, ?, 1%, 4%, -0.8, i
36: Cc1ccc(-c2nc(-c3cccnc3)sc2CC(=O)Nc2ccc3nc(C)sc3c2)cc1
 : 1%, -0.2%, -6%, -4%, ?, 8%, -34%, 0.5, i
37: Cc1noc(/C=C/c2ccccc2F)c1S(=O)(=O)N1CCC(C(=O)N2CCOc3ccccc32)CC1
 : /, 19%, -3%, 0%, /, 2%, /, /, /
38: Cc1nc(CSc2n[nH]c(=O)n2-c2cccc(F)c2)cs1
 : 3%, 0.0%, 4%, -6%, -11%, 1%, -9%, -0.9, i
39: C=CCOC(=O)C1=C[C@@H](c2ccc(C(F)(F)F)cc2)[C@H](CCCO)[C@@H](OCC)O1
 : -9%, 6.6%, ?, -39%, 1%, -7%, -17%, -0.3, ?
40: CCC(=O)Nc1cc(-c2cccc(C)c2)nn1-c1ccccc1
 : /, 0.8%, -24%, -11%, /, 1%, 31%, /, i
41: C=C1CCc2c([nH]c3ccc(OCC(C)C)cc23)C1=O
 : -10%, ?, 5µM*, 2.5µM*, -6%, -1%, ?, -6.7, ?
42: Cc1cc(-c2nnc(SCC(=O)Nc3cccc(Cl)c3)n2N)n[nH]1
 : 7%, -0.5%, 5%, 3%, ?, -4%, -15%, -1.1, i
43: Cc1ccc(C)c(NC(=O)CCc2nc(-c3ccc(C(C)(C)C)cc3)no2)c1
 : /, 0.3%, ?, -41%, ?, 0%, ?, /, ?
44: N=c1scc(-c2ccccc2)n1/N=C/c1ccco1
 : 2%, 11µM*, -5%, -4%, 3%, -6%, 21%, 0.3, i
45: O=C(COc1ccc(S(=O)(=O)N2CCOCC2)cc1)NCc1ccccn1
 : 11%, -0.1%, -1%, -9%, 5%, 1%, -2%, 0.6, i
46: CCN1CCCC1CNC(=O)COc1cc(=O)n(C)c2ccccc12 (stereo not given)
 : -6%, 1.7%, 6%, 6%, 11%, ?, 20%, -1.2, i
47: O=C(O)c1ccc(Nc2nc3ccccc3n3cnnc23)cc1
 : /, 0.0%, -2%, -2%, 26%, 0%, 5%, /, i
48: CCOC(=O)Cc1csc(NC(=O)c2ccc(NC(C)=O)cc2)n1
 : 8%, 2.2%, -7%, -2%, ?, 4%, 5%, 0.3, i
49: COc1ccccc1CNC(=O)Nc1ccc2c(c1)N(C)C(=O)c1ccccc1S2
 : /, -0.3%, ?, -18%, -22%, 1%, /, /, /
50: CC1CCN(S(=O)(=O)c2ccc3c(c2)c(=O)c(C(=O)NC(C)c2ccccc2)cn3C)CC1 (stereo not given)
 : /, 0.6%, -1%, -23%, -25%, -2%, 7%, /, i
51: CC(C)CC(=O)Nc1sc2c(c1C#N)CC(C)(C)NC2(C)C
 : 8%, 0.0%, 1%, -49%, ?, 6%, -14%, -0.5, i
52: COC(=O)c1c(N)n(-c2ccc(OC)c(OC)c2)c2nc3ccccc3nc12
 : /, 0.1%, 23%, 1%, 12%, -4%, 3%, /, i
53: COc1cc(C2N(c3ccc(F)cc3)C(=O)C3CCCN32)cc(OC)c1OC (stereo not given)
 : 11%, -0.6%, -10%, 1%, -5%, -2%, 6%, 0.0, i

Compounds were not picked by outcome; 4.3% or so of the library scored in one or more.
